Source: PubChem (The Scripps Research Institute Molecular Screening Center)
OXTR potentiate: potentiators of human oxytocin receptor | AID 2445 | 0.061% of 320,000 active | activation, % at 3 µM | CHO-OTR cells, Fluo-8 calcium fluorescence, potentiator mode; 0% = oxytocin EC15, 100% = EC100;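 active means activation above that plate's cutoff, the mean activation of tested compounds plus 3 SD, cut at about 6.6% in these data, passing the limit was not always enough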;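 further: 100% uses oxytocin at 75 nM as the full agonist control; some results filed as inactive read as strong as hits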
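Assay system: CHO-OTR cells, human receptor / Also added: oxytocin at about EC15, sub-maximal agonist stimulus / Dosing: single dose, 3.0 µM nominal final compound concentration / Incubation: 6 min pre-incubation, 100 s read / Technique: Fluo-8 calcium dye fluorescence / Read-out: % activation vs EC15 and EC100 oxytocin / Benchmarks: EC15 oxytocin low, 75 nM oxytocin high / Replicates: singlicate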
CHRM1 agonist: agonists of human M1 muscarinic receptor; P11229; CHO-K1 hM1, Fluo-8 calcium fluorescence, agonist mode; 0% DMSO, 100% acetylcholine EC100; activation, % at 3 µM; 0.33% of 360,000 active; AID 588814;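 active means activation above the run's mean compound activation plus 3 SD, cut at about 16% in these data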;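 further: peak over basal fluorescence ratio within a 140 s kinetic read after compound addition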
Target sequence (P11229 whole entry, looked up): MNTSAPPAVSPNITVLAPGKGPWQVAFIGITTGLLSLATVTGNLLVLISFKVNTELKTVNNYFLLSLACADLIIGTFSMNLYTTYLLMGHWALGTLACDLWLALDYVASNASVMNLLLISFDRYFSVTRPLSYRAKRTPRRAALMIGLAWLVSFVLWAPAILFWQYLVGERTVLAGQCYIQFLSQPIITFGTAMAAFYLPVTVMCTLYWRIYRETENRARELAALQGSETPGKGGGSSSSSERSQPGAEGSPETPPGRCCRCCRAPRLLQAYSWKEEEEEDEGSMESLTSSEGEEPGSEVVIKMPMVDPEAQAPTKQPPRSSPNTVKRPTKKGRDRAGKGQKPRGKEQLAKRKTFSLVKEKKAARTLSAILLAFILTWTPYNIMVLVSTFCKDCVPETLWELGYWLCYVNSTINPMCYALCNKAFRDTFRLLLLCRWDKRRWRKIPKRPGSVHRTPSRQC
CHRM1 PAM: positive allosteric modulators of human M1 muscarinic receptor. P11229. CHO-K1 hM1, Fluo-8 calcium fluorescence, ACh EC20; 0% = ACh EC20, 100% = maximal ACh. activation, % at 3 µM. 0.088% of 360,000 active. AID 588819; in the data active means activation above about 19%, passing the limit was not always enough
M4 ag: CHRM4 agonism in calcium assay; CHO-K1 hM4/Gqi5, Fluo-8 calcium fluorescence; vehicle 0%, full acetylcholine response 100%; 0.14% of 360,000 active; activation, % at 3 µM; AID 624127;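 active means activation above the run mean over all test wells plus 3 SD, cut at about 32% in these data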;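 further: peak over basal fluorescence ratio per well then scaled between controls; 0% = DMSO wells and 100% = acetylcholine at EC100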
Target sequence (P08173 whole entry, looked up): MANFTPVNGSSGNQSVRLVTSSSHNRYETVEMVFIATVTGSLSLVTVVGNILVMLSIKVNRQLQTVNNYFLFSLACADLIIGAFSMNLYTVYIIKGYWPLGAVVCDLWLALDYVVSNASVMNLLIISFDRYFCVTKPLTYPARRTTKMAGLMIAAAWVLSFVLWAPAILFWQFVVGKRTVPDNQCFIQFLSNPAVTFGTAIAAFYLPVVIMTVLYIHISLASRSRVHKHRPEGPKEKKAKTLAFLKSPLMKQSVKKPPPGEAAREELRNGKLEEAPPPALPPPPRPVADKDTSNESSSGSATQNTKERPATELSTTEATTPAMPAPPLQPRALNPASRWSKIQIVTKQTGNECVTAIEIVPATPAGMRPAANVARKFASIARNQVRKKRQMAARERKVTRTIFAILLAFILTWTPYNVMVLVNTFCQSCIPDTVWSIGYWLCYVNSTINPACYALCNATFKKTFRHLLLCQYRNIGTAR
CHO-K1 Ca antag: M1 antagonist counterscreen hit in parental CHO-K1 cells | ATP-induced calcium, Fluo-8 fluorescence | inhibition, % at 3 µM | 0.6% of 360,000 active | AID 602250;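 active means inhibition above a per-plate cutoff, the plate's mean sample inhibition plus 3 SD, cut at about 24% in these data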;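 further: 0% = DMSO plus EC80 ATP and 100% = DMSO alone without ATP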
CHRM1 antagonist: human CHRM1 antagonism; P11229; CHO-K1 hM1, Fluo-8 calcium fluorescence, ACh EC80 antagonist; inhibition, % at 3 µM; 1.3% of 360,000 active; AID 588852;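 active means percent inhibition above its own plate's cutoff, namely the mean of that plate's compound wells plus 3 SD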;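 further: peak over basal fluorescence ratio during 140 s after agonist addition; 0% = ACh EC80 plus DMSO and 100% = DMSO alone without agonist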
CHO parental Ca: signal in parental CHO cells, OX1R antagonist counter-screen | AID 463079 | inhibition, % at 5.6 µM | 0.63% of 330,000 active | parental CHO-K1, ATP-induced calcium, Fluo-8 fluorescence;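 active means inhibition above that plate's mean sample inhibition plus 3 SD, cut at about 26% in these data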;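 further: 0% = ATP-challenged DMSO wells and 100% = DMSO wells without ATP; some compounds past the cut are filed as inactive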
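test system = CHO parental line | reagent = ATP stimulus | measured by = intracellular calcium via Fluo-8 no-wash fluorescent dye | control set = ATP and no-ATP DMSO wells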
M1 ag parental: M1 agonist counterscreen hit in parental CHO-K1 cells. Fluo-8 calcium fluorescence; scaled to maximal ATP response, vehicle zero. activation, % at 3 µM. 0.48% of 360,000 active; in the data active means activation above about 15%;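 further: untransfected CHO-K1 host cells lacking M1 receptor as counterscreen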
M4 antag: blocks acetylcholine activation of human M4 receptor. P08173. CHO-hM4 cells, ACh EC80, Fluo-8 calcium fluorescence. inhibition, % at 3 µM. 0.73% of 360,000 active;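 active means inhibition above its plate's cutoff, the mean inhibition of sample wells plus 3 SD, cut at about 27% in these data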;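 further: 0% = acetylcholine EC80 with DMSO and 100% = DMSO without agonist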
* hit, by the source's call; . = no result given.

SMILES	OXTR potentiate	CHRM1 agonist	CHRM1 PAM	M4 ag	CHO-K1 Ca antag	CHRM1 antagonist	CHO parental Ca	M1 ag parental	M4 antag
COc1cc2cc(C(=O)N/N=C/c3ccccc3Cl)[nH]c2cc1OC	-4	-1	7	5	14	-1	-29	1.6	3
COC(=O)c1cc(OC)c(OC)cc1N1C(=O)CCCC1=O	-11	5	20	1	6	-20	1	0.2	-21
Cc1ccc(-c2cn(S(=O)(=O)c3cccc4nsnc34)nc2N)cc1	-12	-8	-3	-1	-6	-5	-28	-0.7	4
COC(=O)c1ccc(NC(=O)Cc2ccc(C)cc2)cc1	-4	-1	-1	2	-12	-15	2	1.1	-3
COc1cc(Cl)c(NC2=CC(=O)C(=O)c3ccccc32)c(OC)c1	-5	-2	3	0	-7	-8	-17	0.1	4
CCc1ccc(-c2nc(SCC(=O)c3c(N)n(C)c(=O)n(C)c3=O)n[nH]2)cc1	-2	0	0	0	-1	-1	-11	0.2	-2
COC(=O)Cc1ccc(NC(=S)N2CCCCC2C)cc1 (stereo not drawn)	-4	-4	5	1	2	-3	-5	0.3	-5
COc1ccc(/C=C(\NC(=O)c2ccccc2)C(=O)NCC2CCCO2)cc1 (stereo not drawn)	1	0	11	1	2	-13	-13	0.8	-9
Cc1ccccc1NC(=O)COC(=O)/C=C/c1cccc(C(F)(F)F)c1	1	-3	0	1	3	0	-4	-0.2	3
CC1(C(=O)NC2CCCCCCC2)CC1(Cl)Cl (stereo not drawn)	2	-7	10	1	-6	-7	-4	0.6	1
Cn1cnc([N+](=O)[O-])c1Sc1nnc(-c2cccnc2)n1C	.	-4	11	0	-13	-6	.	0.3	9
CCOC(=O)c1[nH]cnc1C(=O)N1CCN(C(=O)OC(C)(C)C)CC1	4	4	16	1	3	-5	-7	0.1	-9
Cc1ccc(SCCC(=O)Nc2ccc(OCc3ccccc3)cc2)cc1	-8	-3	-6	-1	1	3	-7	0.4	2
CCN(CC)CCCNC(=O)c1cn(C)c2ccc(S(=O)(=O)N(C)C3CCCCC3)cc2c1=O	-18	-6	-5	1	2	7	-2	0.0	0
O=C(NCC(=O)N(c1ccccc1)C(C(=O)NC1CCCC1)c1ccncc1)c1ccco1 (stereo not drawn)	-5	6	11	0	-4	-26	-9	0.6	-5
O=C(OCC(O)CO)c1ccccc1Nc1ccnc2cc(Cl)ccc12 (stereo not drawn)	0	-6	-4	6	-1	-13	-11	2.7	4
COc1ccc(/C=N/NC(=O)c2cccc(Br)c2)cc1CSc1ccccn1	-11	-9	-3	4	-7	10	-18	2.5	-5
O=c1c2ccccc2nc(/C=C/c2ccc(Br)cc2)n1CCCO	-2	-3	2	14	-15	-1	-6	9.6	-1
C=CCNc1nnc(SC2CC(=O)N(c3ccc(OC)cc3)C2=O)s1 (stereo not drawn)	1	-4	5	2	-1	-6	-13	-0.3	3
CSc1ccc(CNC(=O)C2(C)CCCN2CC(C)C)cc1 (stereo not drawn)	.	-8	9	-1	-16	-16	.	0.2	-7
Cc1ccc(C)c(NC(=O)CSc2nnc(-c3n[nH]c4ccccc34)o2)c1	-8	-2	1	9	-2	6	-21	12	-8
N#Cc1ccc(OCC(=O)N/N=C/C2CC=CCC2)cc1 (stereo not drawn)	-2	-5	8	2	-19	-15	-7	-0.3	-3
NS(=O)(=O)c1ccc(NC(=O)COC(=O)COc2ccccc2)cc1	-7	-5	6	1	0	-11	-5	0.1	3
O=C(COC(=O)c1ccc(Cl)c(S(=O)(=O)N2CCCCC2)c1)NCC1CCCO1 (stereo not drawn)	-1	-1	4	2	-8	13	-5	1.3	-3
COc1ccc(-c2cc(-c3ccc(N)cc3)nc(N)c2C#N)cc1OC	-16	-1	1	17	-15	1	7	4.3	-15
CCC(=O)Nc1ccc2c(c1)N(C(C)=O)c1ccccc1CC2	1	-2	5	1	-5	-6	2	0.6	4
CC(C)c1ccccc1NC(=O)c1cccc(NC(=O)c2ccccc2)c1	-2	-3	1	8	-8	-23	-26	2.2	-2
Cc1cc2nccc(-c3ccc(F)cc3)n2n1	-1	-2	5	2	-4	-13	3	0.2	-2
Cc1sc2ncnc(NCC(c3ccccc3)N(C)C)c2c1C (stereo not drawn)	-9	-11	-31	6	7	57*	-12	4.3	9
CC1=NN(C(=O)COc2cc(C)ccc2C(C)C)C(O)(c2ccccc2)C1 (stereo not drawn)	-2	-1	3	1	-9	-10	-31	0.3	-3
CCOC(=O)Cn1c(=O)oc2cc(S(=O)(=O)N(C)Cc3ccco3)ccc21	-7	-3	2	6	-13	1	4	2.0	-16
CCOC(=O)C(=O)Nc1nnc(Cc2ccc(OC)c(OC)c2)s1	-5	-2	8	-1	-12	-12	0	0.4	9
COc1ccc(OC)c(S(=O)(=O)N2CCN(CC(O)COc3ccc(C#N)cc3)CC2)c1 (stereo not drawn)	-2	-1	3	10	-14	0	6	8.5	-13
CN(C)S(=O)(=O)c1ccc(S(=O)(=O)N(CC(=O)Nc2ccccc2)CC2CCCO2)cc1 (stereo not drawn)	-7	3	-1	2	3	-21	-26	1.1	-5
CNS(=O)(=O)c1cccc(C(=O)OCC(=O)C23CC4CC(CC(C4)C2)C3)c1	-5	-2	3	3	-8	-6	-6	0.6	-2
CCN(CC)c1ccc(-n2c(C)cc(C=O)c2C)cc1	-13	-2	-2	1	-5	1	-22	3.2	-6
COCCNC(=O)/C(C#N)=C/c1cc(C)n(C2CCCCC2)c1C	-1	-8	-6	5	8	-8	-8	1.1	-9
CCOc1ccc2oc(C(=O)NC(C)(C)CC)c(C)c2c1	-7	-3	-4	-1	2	9	-18	7.4	5
COc1cc2c(cc1OC)C(C)N(C(=O)c1cc3c(s1)-c1ccccc1OC3)CC2 (stereo not drawn)	-7	-8	-3	4	10	-6	-18	-0.1	3
C#CCOCCOCCOCCNc1nc(N2CCN(C(=O)C([C@@H](C)CC)n3cc(C(N)CC(C)C)nn3)CC2)nc(N2CCN(C(=O)[C@H](CCC(=O)O)n3cc(C(N)Cc4ccc(O)cc4)nn3)CC2)n1 (stereo partly drawn)	0	-9	3	2	-10	2	-10	0.2	-1
COc1ccc2c(c1OC)C(=O)N(c1ccccc1)C2=O	-5	-4	11	0	-4	-10	-11	-0.2	-3
CC(C)C(=O)OCC(=O)Nc1ccc(N=Nc2ccccc2)cc1	-1	-3	5	7	5	-4	4	1.7	-3
CCCCNC(=O)c1cc2cc(OC)ccc2[nH]1	-3	0	7	0	8	-3	-10	0.3	-5
COc1ccc(F)cc1C(=O)C1CCCN(C(=O)C2=C(C)OCCO2)C1 (stereo not drawn)	-2	-5	3	2	2	-4	-9	1.1	7
Cc1cccc(OCC(=O)Nc2ccc(S(=O)(=O)Nc3onc(C)c3C)cc2)c1C	-7	-10	12	3	-1	-6	-11	1.4	0
COc1ccccc1CCNC(=O)C(=O)NCC1OCCN1S(=O)(=O)c1ccc([N+](=O)[O-])cc1 (stereo not drawn)	-6	-3	-3	8	-13	5	-12	4.0	-2
Cc1ccccc1OCCC(=O)N1CCN(S(=O)(=O)c2ccc(Br)cc2)CC1	.	0	1	2	4	-8	.	-0.1	-16
CCOC(=O)c1ccc(NC(=O)CCC2COc3ccccc3O2)cc1 (stereo not drawn)	-9	9	6	14	-17	-4	-9	1.3	-5
CC(C)(C)OC(=O)C[C@@H]1C/C=C\C[C@@H](CC(=O)N[C@H](CO)Cc2ccccc2)C(=O)N2CCC[C@H]2COC1=O	-8	-3	-12	26	8	25	-8	9.9	17

An excerpt from the list above, for reference:
SMILES	OXTR potentiate	CHRM1 agonist	CHRM1 PAM	M4 ag	CHO-K1 Ca antag	CHRM1 antagonist	CHO parental Ca	M1 ag parental	M4 antag
CN(C)S(=O)(=O)c1ccc(S(=O)(=O)N(CC(=O)Nc2ccccc2)CC2CCCO2)cc1 (stereo not drawn)	-7	3	-1	2	3	-21	-26	1.1	-5
CNS(=O)(=O)c1cccc(C(=O)OCC(=O)C23CC4CC(CC(C4)C2)C3)c1	-5	-2	3	3	-8	-6	-6	0.6	-2
CCN(CC)c1ccc(-n2c(C)cc(C=O)c2C)cc1	-13	-2	-2	1	-5	1	-22	3.2	-6
COCCNC(=O)/C(C#N)=C/c1cc(C)n(C2CCCCC2)c1C	-1	-8	-6	5	8	-8	-8	1.1	-9
CCOc1ccc2oc(C(=O)NC(C)(C)CC)c(C)c2c1	-7	-3	-4	-1	2	9	-18	7.4	5
COc1cc2c(cc1OC)C(C)N(C(=O)c1cc3c(s1)-c1ccccc1OC3)CC2 (stereo not drawn)	-7	-8	-3	4	10	-6	-18	-0.1	3
C#CCOCCOCCOCCNc1nc(N2CCN(C(=O)C([C@@H](C)CC)n3cc(C(N)CC(C)C)nn3)CC2)nc(N2CCN(C(=O)[C@H](CCC(=O)O)n3cc(C(N)Cc4ccc(O)cc4)nn3)CC2)n1 (stereo partly drawn)	0	-9	3	2	-10	2	-10	0.2	-1
COc1ccc2c(c1OC)C(=O)N(c1ccccc1)C2=O	-5	-4	11	0	-4	-10	-11	-0.2	-3
CC(C)C(=O)OCC(=O)Nc1ccc(N=Nc2ccccc2)cc1	-1	-3	5	7	5	-4	4	1.7	-3
CCCCNC(=O)c1cc2cc(OC)ccc2[nH]1	-3	0	7	0	8	-3	-10	0.3	-5
COc1ccc(F)cc1C(=O)C1CCCN(C(=O)C2=C(C)OCCO2)C1 (stereo not drawn)	-2	-5	3	2	2	-4	-9	1.1	7
Cc1cccc(OCC(=O)Nc2ccc(S(=O)(=O)Nc3onc(C)c3C)cc2)c1C	-7	-10	12	3	-1	-6	-11	1.4	0
COc1ccccc1CCNC(=O)C(=O)NCC1OCCN1S(=O)(=O)c1ccc([N+](=O)[O-])cc1 (stereo not drawn)	-6	-3	-3	8	-13	5	-12	4.0	-2
Cc1ccccc1OCCC(=O)N1CCN(S(=O)(=O)c2ccc(Br)cc2)CC1	.	0	1	2	4	-8	.	-0.1	-16
CCOC(=O)c1ccc(NC(=O)CCC2COc3ccccc3O2)cc1 (stereo not drawn)	-9	9	6	14	-17	-4	-9	1.3	-5

Rows were taken by chance; about 2.9% have a hit in one of these screens.
